Source: PubChem
ERa SRC1 inh: ER-alpha (human) coactivator binding inhibition; TR-FRET ER-alpha LBD / SRC-1 peptide, estradiol-bound; inhibition, % at 25.6 µM; 86,000 compounds, 1.7% hits; P03372; in the data active = inhibition above about 50%;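 note: 0% = receptor plus peptide control and 100% = peptide only without receptor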
Target sequence (P03372 whole entry, looked up, the tested form may be a part): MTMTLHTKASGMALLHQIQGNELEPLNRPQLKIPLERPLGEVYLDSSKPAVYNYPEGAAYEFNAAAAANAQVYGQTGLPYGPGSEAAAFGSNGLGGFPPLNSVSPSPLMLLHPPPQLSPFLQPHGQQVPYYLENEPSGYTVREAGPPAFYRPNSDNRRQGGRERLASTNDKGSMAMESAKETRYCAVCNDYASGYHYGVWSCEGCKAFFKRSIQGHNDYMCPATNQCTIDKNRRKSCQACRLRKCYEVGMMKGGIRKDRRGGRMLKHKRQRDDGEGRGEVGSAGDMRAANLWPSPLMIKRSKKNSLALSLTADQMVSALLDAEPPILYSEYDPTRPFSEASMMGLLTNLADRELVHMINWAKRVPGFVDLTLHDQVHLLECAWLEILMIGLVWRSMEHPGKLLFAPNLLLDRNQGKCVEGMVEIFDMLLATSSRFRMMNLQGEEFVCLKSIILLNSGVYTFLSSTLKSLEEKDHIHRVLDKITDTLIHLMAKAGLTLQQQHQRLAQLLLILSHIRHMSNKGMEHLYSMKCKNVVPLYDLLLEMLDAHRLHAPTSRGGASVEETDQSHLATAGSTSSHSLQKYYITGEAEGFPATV
ERb SRC1 inh: blocks coactivator binding to human estrogen receptor beta | Q92731 | TR-FRET ER-beta LBD / SRC1-Cy5 peptide binding; receptor agonist-loaded with 1 µM estradiol | inhibition, % at 25.6 µM | 86,000 compounds, 1.3% hits;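 active = compounds whose percent inhibition of the receptor-coactivator binding signal exceeds about 50% in the single-dose screen, limit read from the data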;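 note: 0% = receptor plus peptide wells without compound and 100% = peptide-only wells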
ERa SRC1 pot: ER-alpha (human) coactivator binding potentiation; P03372; TR-FRET ERalpha-LBD/SRC-Cy5 coactivator binding, 2 h; 100 = basal binding, no effect; coactivator binding (% of control), % at 25.6 µM; 86,000 compounds, 1.3% hits; AID 639; in the data active = activity above about 200%;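 note: binding measured in presence of low estradiol as agonist stimulus; 0% = peptide alone without receptor and 100% = receptor with peptide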
Fibroblast inh: blocks proliferation of human lung fibroblasts; LL 47 human lung fibroblast viability, ATP luminescence; active compounds read low; viability, % at 10 µM; 85,000 compounds, 1.1% hits;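 active = viability at or below 50% in the single dose screen; inactive = viability above 50%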;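 note: compound exposure lasted 72 h before the ATP readout; 100% = median luminescence of untreated cell-only wells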
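Times – overnight cell rest, 72 h compound treatment at 37 °C · Test system – human lung fibroblast line LL 47, low passage · Amount – 1,150 cells in each well · Controls – cell-only wells, no compound · Doses – 0.1% DMSO in all compound wells · Measured by – CellTiter-Glo luminescence · Buffer or medium – IMEM plus 15% FBS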
sEH activator: activators of human soluble epoxide hydrolase | P34913 | purified human sEH enzymatic activity, activator screen | activation, % at 2 µM | 91,000 compounds, 0.04% hits | AID 717; in the data active = activation above about 37%; note: values of inactives mirror those of a sister screen read the other way
Smad3 inh: Smad3 (human) transcription factor binding inhibition | 88,000 compounds, 0.29% hits | inhibition, % at 25 µM | P84022 | TR-FRET Smad3/Dy647-FoxH1 peptide binding, europium anti-His | AID 630;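 active = compounds that reduce the energy-transfer binding signal between the protein and its labelled peptide by more than half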;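 note: 0% = Smad3 plus labelled peptide maximal FRET and 100% = peptide-only background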
Target sequence (P84022 whole entry, looked up): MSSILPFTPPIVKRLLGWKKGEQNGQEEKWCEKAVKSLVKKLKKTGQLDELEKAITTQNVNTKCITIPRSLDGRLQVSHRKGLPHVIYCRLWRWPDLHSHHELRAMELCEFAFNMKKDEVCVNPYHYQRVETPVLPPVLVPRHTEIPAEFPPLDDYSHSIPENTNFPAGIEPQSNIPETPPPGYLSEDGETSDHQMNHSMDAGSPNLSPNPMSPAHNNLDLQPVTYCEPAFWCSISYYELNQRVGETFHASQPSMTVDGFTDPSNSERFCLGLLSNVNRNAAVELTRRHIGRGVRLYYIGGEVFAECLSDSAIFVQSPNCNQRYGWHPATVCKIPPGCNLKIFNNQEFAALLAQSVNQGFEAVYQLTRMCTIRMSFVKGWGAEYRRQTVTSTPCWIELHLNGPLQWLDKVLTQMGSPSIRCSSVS
HUVEC inhibit: blocks proliferation of human endothelial cells. HUVEC proliferation, CellTiter-Glo luminescence, 72 h; active compounds read low. viability, % at 10 µM (by protocol). 86,000 compounds, 1.1% hits. AID 648;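 active = viability at or below 30%; inactive = viability above 30%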;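 note: 100% = median luminescence of DMSO-only cell control wells on each plate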
Calb biofilm kill: kills Candida albicans biofilms; C. albicans biofilm + clotrimazole, Alamar Blue; inhibition, % at 6 µM; 85,000 compounds, 0.14% hits; AID 834;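 active = inhibition above 20%; inactive = inhibition below 20%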;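 note: preformed 24 hr biofilms exposed to compound for 48 hr; 0% = biofilm without compound and 100% = blank killed by clotrimazole plus chlorhexidine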
H69AR inhibit: blocks growth of human H69AR lung tumor cells; AID 598; 85,000 compounds, 6% hits; viability, % at 10 µM; H69AR lung tumor viability, ATP luminescence, 72 h; active compounds read low;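 active = viability at or below 40%; inactive = viability above 40%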;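 note: multidrug resistant small cell line overexpressing MRP-1 efflux transporter; 100% = mean luminescence of untreated control wells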
Numbers without * were called inactive; . = no result given; [ ] = remark or other dose.

canonical_smiles	ERa SRC1 inh	ERb SRC1 inh	ERa SRC1 pot	Fibroblast inh	sEH activator	Smad3 inh	HUVEC inhibit	Calb biofilm kill	H69AR inhibit
COc1ccc(-c2nnn(CC(=O)c3c[nH]c4ccccc34)n2)cc1OC	-5	2[fluorescence artefact?]	136	92	9	-2	92	1	67
COc1cc(C(=O)Oc2cccc(C=O)c2)cc(OC)c1OC	-11	-9	100[fluorescence artefact?]	86	2	-1	73	6	25*
COC(=O)c1[nH]nc2c1C(=O)N(C1CCCCC1)C2=O	-2	-13	89[fluorescence artefact?]	95	7	-7	83	6	87
CC1CC(C)CN(CCCNC(=O)COc2cc(=O)n(C)c3ccccc23)C1 (stereo not drawn)	-4	0	115	100	3	4	98	6	98
Cc1cc(C(=O)Nc2cc(C)n(Cc3ccc(Cl)cc3)n2)no1	0	5	105	94	.	1	103	8	94
Cn1cnnc1SCC(=O)c1ccco1	21	12	92	105	4	-2	101	.	90
Oc1ccc(Br)cc1-c1nc2cnccn2c1NC1CCCC1	3	8	81	75	.	11	80	7	47
Cc1ccc(NC(=O)CSc2ncn(-c3ccccc3)n2)cc1C	-14	-12	94	107	-11	13	99	5	68
CS(=O)(=O)c1ccc(Cl)c(NC(=O)C2CC(=O)N(Cc3ccccc3)C2)c1 (stereo not drawn)	2	7[fluorescence artefact?]	102	95	4	-7	105	1	114
CCCn1c(=O)n(C)c(=O)c2c3oc(=O)c(NC(=O)c4ccc(F)cc4)cc3[nH]c21	1	12	104	104	.	-1	101	6	88
CC(C)CCNC(=O)NC(=O)CSc1nnc(COc2ccccc2Cl)o1	2	-3[fluorescence artefact?]	100	99	-31	14	105	8	79
CSc1nc2ccc(Cl)cc2[nH]1	-10	6[fluorescence artefact?]	97	107	1	8	103	9	82
O=C(CS(=O)c1ccc(C(F)(F)F)cc1[N+](=O)[O-])Oc1ccc(Cl)cc1 (stereo not drawn)	-4	10	86	88	4	-10	58	1	21*
CS(=O)(=O)N(CC(=O)NCc1ccccc1)C1CCCCC1	0	-7	94	92	8	-1	88	3	78
COc1ccccc1CNC(=O)C1CCN(S(=O)(=O)c2cccc3cccnc23)CC1	-32	3	92	93	-12	6	100	-3	100
Cc1ccnc(NS(=O)(=O)c2ccc(Oc3ccccc3)cc2)c1	-3	-3	56	114	1	-4	109	-2	93
COc1ccc(NC(=O)COc2ccccc2C#N)c(S(=O)(=O)N2CCCCC2)c1	11	-5	59	106	.	7	110	.	84
CCc1nc2c(cnn2-c2ccc(F)cc2)c(=O)n1-c1ccc(N2CCC(C)CC2)cc1	-9	-1	117	90	-6	-1	86	3	75
CCS(=O)(=O)N1CCC(C(=O)NCCN2CCN(Cc3ccccc3)CC2)CC1	-9	-15[fluorescence artefact?]	106	104	1	3	102	4	96
CC(C)CCn1c(SCCc2ccccc2)nc2c1c(=O)[nH]c(=O)n2C	-3	-3	80	98	-12	1	82	4	66
CC1Cc2ccccc2N1C(=O)Cn1c(=O)oc2cc(S(=O)(=O)N3CCCCC3)ccc21 (stereo not drawn)	-7	-7	139	95	-17	-1	92	1	87
Cc1ccc(C(=O)c2ccc([N+](=O)[O-])cc2)c(C)c1	-2	-4	93	100	-6	10	103	3	111
Cc1ccc(NC(=O)c2cc(-n3cnnc3)ccc2Cl)cc1	-11	-6	106	100	-3	-3	95	0	97
O=C(C1CCC(CNS(=O)(=O)c2cccc3cccnc23)CC1)N1CCc2ccccc21 (stereo not drawn)	10	4	122	84	4	10	88	6	57
CCCS(=O)(=O)N1CCN(C(=O)c2ccc(-c3ccccc3)cc2)CC1	4	-4	101	102	-1	4	114	1	97
COc1cc(C(=O)Nc2nnc(CC(=O)N3CCOCC3)s2)cc(OC)c1OC	-11	-20	124	102	0	1	90	7	96
O=C(O)CSc1sc(=S)sc1SCC(=O)O	-5	10	114	97	-9	-3	104	4	103
O=C1CSC(c2cn(-c3ccccc3)nc2-c2cc3ccccc3oc2=O)N1Cc1ccccc1 (stereo not drawn)	12	10	136[fluorescence artefact?]	100	-2	-2	77	5	24*
O=C(c1ccc2c(c1)OCO2)N1CCCC1	-2	0	116	106	-3	8	92	4	99
CCN1CCN(C(=S)c2ccc(Cl)c(Cl)c2)CC1	0	11	81	105	-10	5	104	2	88
COc1cccc(NS(=O)(=O)c2ccc3[nH]cc(C(=O)NCCN4CCOCC4)c(=O)c3c2)c1	26	-22	53	104	-3	20[fluorescence artefact?]	94	2	99
O=S(=O)(NCc1cccs1)c1cccc(S(=O)(=O)N2CCCCC2)c1	3[fluorescence artefact?]	0[fluorescence artefact?]	119	85	-8	10	75	6	88
CCCCCCCCOC(=O)CCc1c(C)[nH]c(=S)[nH]c1=O	-7	1	69	101	-3	-2	82	5	69
CCn1c(Oc2ccc(Oc3ncc(Cl)cc3Cl)cc2)nc2c1c(=O)n(C)c(=O)n2C	1	23[fluorescence artefact?]	95[fluorescence artefact?]	105	.	-9	95	5	92
Cn1cc(C(=O)c2ccc(Cl)cc2Cl)cc1C(=O)N/N=C(\N)COc1ccccc1	-2	8	87	82	0	-1	86	7	33*
CC(C)n1c(SCC(=O)N2CCCC2)nc2c1c(=O)n(C)c(=O)n2C	16[fluorescence artefact?]	-3	104[fluorescence artefact?]	93	.	-1	89	-3	86
CCc1c(C)sc(NC(=O)CC#N)c1C#N	77*[fluorescence artefact?]	64*[fluorescence artefact?]	40[fluorescence artefact?]	102	1	1	87	4	82
COc1cccc(C(=O)Nc2ncc3c(n2)CC(C)(C)CC3=O)c1	-4	2	117	99	-4	1	94	7	42
CCCNC(=S)NCCN1CCCCC1	-1	2	120	102	-3	7	99	5	89
CN1CCc2c(sc3c2C(=O)NC(c2ccc(-c4cccc(Cl)c4)o2)N3)C1 (stereo not drawn)	42[fluorescence artefact?]	21[fluorescence artefact?]	57[fluorescence artefact?]	94	.	0	48	9	3.3*
Cc1oc(-c2ccc(Cl)cc2)nc1CN1CCC(C(=O)N2CCN(Cc3ccccc3)CC2)CC1	-10	-5	137[fluorescence artefact?]	82	.	-5	16*	5	83
CCCS(=O)(=O)N1CCC(C(=O)N2CCN(C(=O)OCC)CC2)CC1	7	16	73	99	.	-1	94	8	79
O=S(=O)(c1ccccc1)N1CCN(Cc2ccccc2C(F)(F)F)CC1	-15	-12	80	97	-14	4	90	-1	104
CCSc1nc(O)c(C2OC(=O)c3c2ccc(OC)c3OC)c(=O)n1CC (stereo not drawn)	8[fluorescence artefact?]	4[fluorescence artefact?]	101	112	4	84*	92	4	88
CC(=O)Nc1nnc(SCc2ccccc2F)s1	-8	-12	91	100	-12	4	91	3	91
Cc1nc2cc(CO)ccc2n1C	0	-1	108	102	5	0	96	13	106
Cc1occc1-c1nnc(SCC(=O)Nc2ccccc2)n1CCc1ccccc1	2	-4	119	94	8	-8	88	3	79
COc1ccc(C(c2nnnn2Cc2ccccc2)N2CCN(c3ccccc3)CC2)cc1 (stereo not drawn)	3	3	141	89	.	5	116	6	94
CC(C)N1C(=O)c2ccccc2C1C(=O)NC1CCCCCC1 (stereo not drawn)	-7	-8[fluorescence artefact?]	114	106	19	3	93	8	100
CCn1c(SCC(=O)NC2CCCCC2)nnc1-c1cccs1	7	-3	103	102	12	-2	98	4	101
COc1ccccc1OCCc1nnc(N)s1	-8	2	116	109	-1	-4	108	0	91
OCCN(Cc1ccccc1)Cc1cccc(Cl)c1Cl	2	1	95	96	18	3	101	12	80
CCOC(=O)c1sc(NC(=O)c2ccc(CC)s2)nc1C	17[fluorescence artefact?]	21[fluorescence artefact?]	136	103	-53	-7	82	-2	87
O=C(Cn1cc2c(n1)CCCCC2)NCc1ccccc1	-7	1[fluorescence artefact?]	92	95	1	3	88	3	78
CNC(=O)c1[nH]cnc1C(=O)Nc1ccccc1OC	-17	-14	97	96	2	-2	85	7	86
O=C(O)CC(c1ccccc1)c1ccccc1	-47	-21	97	98	11	-2	95	6	106
COc1ccc(-c2c3c(=O)n(C)c(=O)n(C)c3cn2Cc2cccnc2)cc1	-5	-11	97	98	9	-3	87	4	90
CCNc1nc(Oc2ccc(=O)[nH]n2)nc(N2CCOCC2)n1	4	3	114	105	16	11	95	3	104
CCC(=O)NC(c1ccccc1)c1nc2ccccc2[nH]1 (stereo not drawn)	7	4	126	99	.	-5	100	0	99
COc1cc(C(=O)O)nc2ccccc12	8	38	93	100	8	-8	100	9	92

(list continues)
canonical_smiles	ERa SRC1 inh	ERb SRC1 inh	ERa SRC1 pot	Fibroblast inh	sEH activator	Smad3 inh	HUVEC inhibit	Calb biofilm kill	H69AR inhibit
CCS(=O)(=O)N1CCCC(C(=O)NCc2ccc3c(c2)OCO3)C1 (stereo not drawn)	-19	-6	121	100	-3	4	107	3	99
Cn1c(=O)oc2cc(S(=O)(=O)NCCC(=O)N3CC=C(c4ccccc4)CC3)ccc21	3	-4[fluorescence artefact?]	97	111	.	1	99	-5	91
Cc1ccc(OCC(=O)Nc2ccc(-c3nc4ncccc4o3)cc2)cc1	44[fluorescence artefact?]	40[fluorescence artefact?]	315*[fluorescence artefact?]	92	8	-20[fluorescence artefact?]	88	11	87
Cc1oc(-c2ccc(Cl)cc2)nc1CSCC(=O)NCCCN1CCOCC1	-2	-4	92	92	6	5	97	8	80
CCOC(=O)c1cnc(SCC(C)C)nc1N	1	13[fluorescence artefact?]	93	98	3	-17	114	-3	99
CC(C)(C)NC(=O)C(c1ccccc1)N(Cc1ccco1)C(=O)c1csnn1 (stereo not drawn)	6[fluorescence artefact?]	-8[fluorescence artefact?]	105	89	-1	0	88	2	88
CCOc1cc2nc(-c3ccc(OC)c(OC)c3)nc(N3CCOCC3)c2cc1OC	-3[fluorescence artefact?]	-6	119	66	.	4	6.9*	4	33*
COC(=O)c1ccc(-c2nc(-c3ccc(Br)o3)no2)cc1	12	3	112	90	15	13[fluorescence artefact?]	86	10	93
O=C(Nc1ccc2c(c1)OCCO2)C1CCN(c2cnccn2)CC1	0	-8	134	93	-38	0[fluorescence artefact?]	99	4	95
COc1ccc(-c2cc(CCCC(=O)NCc3ccccn3)no2)cc1	-4	-7	134	95	.	2	105	-2	100
CCc1ccc(CNc2ccc(N3CCN(C(C)=O)CC3)cc2)cc1	4[fluorescence artefact?]	19	89[fluorescence artefact?]	96	27	11	91	4	93
c1ccc(OCc2nn3c(-c4ccccn4)nnc3s2)cc1	-1	-5	105	106	.	10[fluorescence artefact?]	107	7	94
CC1CN(c2oc(-c3ccccc3Cl)nc2C#N)CC(C)O1 (stereo not drawn)	-8	-5	122[fluorescence artefact?]	95	13	-11	92	-4	88
CC(=O)N1CCc2cc(S(=O)(=O)NC(CC(C)C)C(=O)N3CCn4c3nc3ccccc34)ccc21 (stereo not drawn)	-2	15	95	95	18	4	91	6	94

Shown as a hit in Smad3 inh, of those listed so far:
smiles,ERa SRC1 inh,ERb SRC1 inh,ERa SRC1 pot,sEH activator,Smad3 inh
CCSc1nc(O)c(C2OC(=O)c3c2ccc(OC)c3OC)c(=O)n1CC (stereo not drawn),8[fluorescence artefact?],4[fluorescence artefact?],101,4,84*

An excerpt; the hit share may differ from the screen's.
